SV40 large T antigen: SV40 large T antigen inhibitors, biochemical (AID 1903); SV40 large T antigen ATPase/helicase inhibition assay; higher % means a stronger effect; one-dose inhibition, % at 20 µM; IC50 in µM for titrated hits; hit rate 0.39% among 310,000; in the data active means a potency from the dose series; further: strong numbers were not always called active
GPR55 antagonists: inhibition of LPI-stimulated GPR55 beta-arrestin translocation – imaging, U2OS, beta-arrestin-GFP, LPI agonist, primary screen (AID 2013); U2OS GPR55 beta-arrestin-GFP translocation imaging, LPI antagonism; higher % means a stronger effect; one-dose inhibition, % at 10 µM; IC50 in µM for titrated hits; hit rate 0.13% among 290,000;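 active means spots per cell inhibited over 60%, with over 100 cells counted and total cytoplasm intensity under 500,000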;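 further: U2OS cells stably carrying GPR55 and arrestin-GFP stimulated by 5 µM LPI near EC80; imaged beta-arrestin-GFP aggregate spots per cell after agonist stimulation; plate controls were LPI-stimulated DMSO wells for no effect and DMSO wells without LPI for full effect; some results filed as inactive read as strong as hits; confirmed hits need IC50 under 10 µM and bright autofluorescent wells are also inconclusive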
GPR35 antagonists: GPR35 antagonists blocking zaprinast-driven arrestin recruitment, primary screen, imaging, U2OS, beta-arrestin-GFP, zaprinast agonist (AID 2058) | inhibition, % at 10 µM; hits with a dose series show IC50 in µM | U2OS GPR35 beta-arrestin-GFP translocation imaging, zaprinast antagonism; higher % means a stronger effect | hit rate 0.052% among 290,000;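 active means inhibition of at least 50% with at least 30 cells and total cytoplasm GFP at most 10,000,000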
Hep lipid drop: modulators of hepatic lipid droplet formation | AML12 mouse hepatocytes, oleate lipid droplets, BODIPY imaging | inhibition, % at 6.5 µM | hit rate 0.4% among 240,000 | AID 1656;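 active means lipid droplet intensity inhibited by at least 50%, with more than 500 cells counted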
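Assay system: AML12 hepatocytes (mouse) / Also added: 100 µM oleic acid challenge / Times: overnight treatment with compound plus oleate / Detection: high-content imaging of BODIPY-stained droplets and DAPI nuclei / Evaluation: % inhibition of lipid droplet signal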
T cell modulator: T cell immune modulators affecting CD8 T cell-vesicle binding; 2C CD8+ T cell-vesicle binding, flow cytometry; hits give low values; calls only at 7 µM; hit rate 0.068% among 330,000; AID 2052;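 active means response, share of CD8 T cells binding vesicles, and their 90th percentile fluorescence all below set limits, cut at about 80% in these data, passing the limit was not always enough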
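Material: 2C TCR transgenic mouse naive CD8+ T cells, MACS-purified. Also added: QL9-charged Drosophila Ld/ICAM-1/B7-1 vesicles. Timing: binding 1.5 h at 37 °C. Measured by: high-throughput flow cytometry with anti-B7-1 and anti-CD8 staining. Read-out: percent CD8+ FL2 mean versus row control. Controls: Unloaded micro-vesicles (low), QL9 vesicles with 0.7% DMSO (high).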
Rac1 GTP hydrolysis: MgcRacGAP GTPase-activating activity inhibitors, confirmation, biochemical, ADP Hunter fluorescence; MgcRacGAP-stimulated Rac1 GTP hydrolysis, ADP Hunter fluorescence; higher % means a stronger effect; GST-tagged Rac1 F28L mutant substrate; inhibition, % at 30 µM, or IC50 in µM where a hit was titrated; hit rate 0.6% among 340,000;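 active means first-screen hits whose inhibition reached a set limit at any dose in the follow-up dose series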;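 further: fluorescence reports GDP produced by GAP-driven GTP hydrolysis; strong numbers were not always called active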
GPR55 activation: selective activators of receptor GPR55 – imaging, U2OS cells, beta-arrestin-GFP redistribution, primary screen (AID 1961) | activation, % at 10 µM; hits with a dose series show EC50 in µM | hit rate 0.048% among 290,000 | U2OS GPR55 beta-arrestin-GFP redistribution imaging; higher % means a stronger effect;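 active means activation above 40% with more than 50 cells counted in the well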;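 further: U2OS osteosarcoma cells stably expressing GPR55 and beta-arrestin-GFP; plate controls were DMSO negative control for no effect and LPI positive control for full effect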
LYP inhibition: inhibitors of LYP phosphatase, biochemical, fluorescence intensity, uHTS (AID 1779) | recombinant LYP phosphatase, fluorescence intensity; higher % means a stronger effect | inhibition, % at 11.5 µM, or IC50 in µM where a hit was titrated | hit rate 0.054% among 290,000; in the data active means inhibition above about 50%;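 further: plate controls were vehicle with enzyme for no effect and no enzyme for full effect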
NTR1 ag: agonists of NTR1, primary screen, imaging, U2OS cells, beta-arrestin-GFP, high content (AID 493036) | P30989 | hit rate 0.17% among 330,000 | activation, % at 20 µM | NTR1-U2OS beta-arrestin-GFP spot imaging, agonist mode;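 active means activation at or above 40% of the spot to cytoplasm intensity ratio, with at least 20 cells analyzed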;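 further: 0% = DMSO without peptide and 100% = 100 nM NTR1 peptide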
Target sequence (P30989 whole entry, looked up): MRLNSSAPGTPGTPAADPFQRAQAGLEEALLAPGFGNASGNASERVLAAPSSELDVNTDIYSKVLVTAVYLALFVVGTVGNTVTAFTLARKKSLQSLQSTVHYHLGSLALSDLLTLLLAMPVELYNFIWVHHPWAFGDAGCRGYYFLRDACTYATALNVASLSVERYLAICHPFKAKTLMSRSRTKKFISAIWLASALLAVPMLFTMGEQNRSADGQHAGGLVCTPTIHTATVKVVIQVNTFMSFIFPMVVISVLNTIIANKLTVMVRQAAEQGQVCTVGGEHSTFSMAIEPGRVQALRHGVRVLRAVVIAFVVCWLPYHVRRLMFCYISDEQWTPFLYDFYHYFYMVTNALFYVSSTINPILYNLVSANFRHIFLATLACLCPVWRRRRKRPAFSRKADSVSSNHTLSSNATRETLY
Hep lipid drop cells 6.5 µM: also measured in Hep lipid drop; calls as there; cell count; measured here: cell count, cytotoxicity flag;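 cells counted across two imaged fields per well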
T cell modulator vesicle-bound %: further read-out of T cell modulator, marked with its call; double positive events, %; measured here: CD8+ vesicle-bound cell fraction;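 binding gate set so that unloaded-vesicle control wells show 10% double positive cells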
NTR1 ag cell count 20 µM: further read-out of NTR1 ag, marked with its call; cell count; measured here: cell count, cytotoxicity flag
An asterisk follows results filed as active; i = inactive; · = not tested or not shown.

SMILES | SV40 large T antigen | GPR55 antagonists | GPR35 antagonists | Hep lipid drop | Hep lipid drop cells 6.5 µM | T cell modulator | T cell modulator vesicle-bound % | Rac1 GTP hydrolysis | GPR55 activation | LYP inhibition | NTR1 ag | NTR1 ag cell count 20 µM
CCOC(=O)C1(Cc2cccc(OC)c2)CCN(C/C=C/c2ccccc2)CC1 | 23% | 23% | -4% | 11 | 720 | i | 42 | 8% | -0.1% | -5% | 1.8 | 49
Cc1ccccc1OC1CCN(C(=O)c2cc(COc3ccccc3)on2)CC1 | 10% | 0% | -8% | -2 | 722 | i | 20 | 8% | -0.1% | 3% | 2.2 | 49
Cc1nnc(SCCn2c(N3CCCCC3)nc3c2c(=O)[nH]c(=O)n3C)s1 | 4% | 2% | -6% | -10 | 729 | i | 9 | 8% | 0.2% | -4% | 0.5 | 39
COCCCNC(=O)CSc1nc2sc(C(=O)OC)c(C)c2c(=O)n1N | 6% | -32% | -15% | -2 | 788 | i | 65 | 5% | -0.3% | -17% | 1.4 | 61
CCC(CC)C(=O)c1c[nH]c(C(=O)O)c1 | -1% | 10% | -7% | 10 | 720 | i | 50 | 7% | 0.7% | -2% | 1.2 | 30
CCC(C)OC(=O)C(C)Oc1ccc(-c2ccccc2)cc1 (centres undefined) | 4% | 8% | 8% | 2 | 801 | i | 38 | 8% | 0.3% | -2% | 2.6 | 76
COc1ccc2nc(NC(=O)c3ccc(-n4nc(C)cc4C)cc3)sc2c1 | 9% | 8% | 0% | · | · | i | 21 | 5% | -0.2% | -8% | 9.4 | 113
CC1(C)CC(=O)C2=C(C1)Nc1ccccc1NC2c1cc(Cl)ccc1O (centres undefined) | 14% | 7% | 7% | -2 | 816 | i | 61 | 7% | -0.2% | -4% | 2.8 | 59
CC(C)COc1cccc(C(=O)NC(=S)NCc2cccnc2)c1 | -2% | 0% | -16% | -12 | 583 | i | 51 | 14% | -0.3% | -2% | 2.1 | 56
COC(=O)c1c(-c2ccc(Br)cc2)noc1N | 17% | 0% | 6% | -1 | 806 | i | 22 | 6% | 0.3% | -7% | -2.0 | 87
CCC(C)C(=O)Nc1ccc(OC)cc1OC (centres undefined) | -1% | 12% | -8% | 8 | 860 | i | 11 | -4% | -0.2% | -8% | -0.4 | 54
Cc1cc(NC(=O)CN2C(=O)[C@@H]3[C@H](C2=O)[C@@H]2C[C@H]3C(Br)C2Br)no1 (some centres undefined) | 5% | 2% | -7% | -4 | 654 | i | 21 | -7% | 0.7% | -2% | 0.0 | 53
C=CCN=Cc1sc2ccc(OCC)cc2c1O | 22% | -7% | 8% | -2 | 733 | i | 45 | · | 0.3% | 2% | 2.6 | 48
CCC(=O)N1N=C(c2ccc(C)o2)CC1c1ccc(N(C)C)cc1 (centres undefined) | 19% | 16% | 2% | 3 | 676 | i | 12 | 3% | 0.3% | 2% | 0.7 | 39
CC1(C)CC(=O)C=C(Nc2ccccc2)C1 | 4% | -5% | 11% | -26 | 751 | i | 16 | 7% | 0.0% | 1% | -0.2 | 48
N#Cc1ccccc1COc1cccc2c1CCCC2O (centres undefined) | 6% | 8% | 0% | -14 | 831 | i | 49 | 9% | -0.1% | -5% | -0.2 | 90
COC(=O)[C@@H]1[C@@H](C#N)C2(c3ccccc3-c3ccccc32)N(c2ccc(Cl)cc2)N1C#N | 10% | 7% | -16% | 10 | 688 | i | 9 | 11% | 32% | 2% | 39 | 56
O=C(CN1C(=O)C2C3C=CC(C3)C2C1=O)NC1CCCc2ccccc21 (centres undefined) | 1% | 4% | 14% | · | · | i | 52 | 5% | -0.1% | -9% | -0.5 | 81
CC(C)(C)OC(=O)N1CCN(C(=O)Nc2ccc3c(c2)OCCO3)CC1 | 6% | 6% | -9% | · | · | i | 24 | 8% | -0.3% | -5% | 1.8 | 52
COC(=O)C1=C(C(=O)OC)[C@@H]2N(C)c3ccccc3[C@@]23C[C@@H](C(=O)OC)N(C(=O)c2cccs2)C3=N1 | 17% | 11% | 5% | 19 | 650 | i | 35 | 5% | -0.1% | -3% | 3.4 | 56

Some of the entries above in a different format.
canonical_smiles	SV40 large T antigen	GPR55 antagonists	GPR35 antagonists	Hep lipid drop	Hep lipid drop cells 6.5 µM	T cell modulator	T cell modulator vesicle-bound %	Rac1 GTP hydrolysis	GPR55 activation	LYP inhibition	NTR1 ag	NTR1 ag cell count 20 µM
Cc1nnc(SCCn2c(N3CCCCC3)nc3c2c(=O)[nH]c(=O)n3C)s1	4%	2%	-6%	-10	729	i	9	8%	0.2%	-4%	0.5	39
COCCCNC(=O)CSc1nc2sc(C(=O)OC)c(C)c2c(=O)n1N	6%	-32%	-15%	-2	788	i	65	5%	-0.3%	-17%	1.4	61

Next section.
SMILES | SV40 large T antigen | GPR55 antagonists | GPR35 antagonists | Hep lipid drop | Hep lipid drop cells 6.5 µM | T cell modulator | T cell modulator vesicle-bound % | Rac1 GTP hydrolysis | GPR55 activation | LYP inhibition | NTR1 ag | NTR1 ag cell count 20 µM
N#Cc1ccc(C23CC4(C2)[C@H](CN(CC2CCCCC2)[C@@H]4c2ccccc2)C3c2ccc(C(F)(F)F)cc2)cc1 (some centres undefined) | · | 17% | -6% | 2 | 635 | · | · | · | 0.6% | -7% | -0.2 | 67
CC1CCN(c2ccc(C(=O)O)cc2NS(=O)(=O)c2ccc(Br)cc2)CC1 | 9% | 4% | 7% | · | · | i | 16 | 2% | -0.1% | 9% | 3.3 | 46
COc1ccc(OCCC(=O)OCC(=O)Nc2cccc(S(=O)(=O)N3CCOCC3)c2)cc1 | 6% | -1% | 1% | 9 | 651 | i | 21 | 3% | 0.0% | 1% | 1.5 | 50
O=C(O)CC1(CC(=O)N2CCOCC2)CCCC1 | 3% | -2% | 2% | -22 | 803 | i | 33 | 1% | -0.3% | -9% | -0.6 | 46
O=S(=O)(NCc1cn2ccccc2n1)c1ccccc1F | 13% | 7% | 0% | 0 | 704 | i | 57 | -8% | 1.4% | -6% | 0.6 | 59
O=C(NCC1CCCO1)c1nnc(Cc2ccc(F)cc2)o1 (centres undefined) | 11% | 1% | -4% | -29 | 742 | i | 30 | 6% | 0.3% | 5% | 0.1 | 68
CC1=CC(C)(C)NC(=S)N1c1cccc2cc(S(=O)(=O)O)ccc12 | 22% | -4% | -2% | -17 | 785 | i | 32 | 18% | 1.1% | -7% | -1.2 | 82
Cc1cccc(OCC(=O)Nc2nnc(S(=O)(=O)N3CCCCCC3)s2)c1 | · | 9% | 0% | -4 | 750 | i | 43 | 10% | -0.1% | 3% | 0.6 | 45
Cc1cccc(C)c1NC(=O)N1CC=CCC1 | 1% | -5% | -5% | -4 | 831 | i | 37 | 8% | -0.3% | -8% | -0.5 | 92
CC(CN1C(C)CCCC1C)OC(=O)c1cccc(F)c1 (centres undefined) | 0% | 9% | 9% | -20 | 770 | i | 4 | 9% | -0.2% | -10% | -1.3 | 100
CN1CCN(c2ccc(NC(=O)c3ccc(-c4ccc(Br)cc4)o3)cc2)CC1 | -6% | 9% | 2% | 0 | 696 | i | 45 | 24% | -0.2% | 2% | 4.9 | 33
C/C(=N\O)C(=O)NCCN1CCCCC1 | 0% | -14% | -3% | · | · | i | 41 | 0% | -0.1% | -5% | 0.2 | 53
CSc1nncn1/N=C/c1ccc2c(c1)OCO2 | 12% | 11% | 18% | · | · | i | 32 | 8% | 0.0% | 1% | -1.7 | 76
COc1ccc2[nH]c(=O)c(CN(Cc3ccc4c(c3)OCO4)C(C)=O)cc2c1 | 0% | 11% | 6% | · | · | i | 33 | -1% | -0.2% | 3% | -1.0 | 32
O=C(NC1CCN(C(=O)c2cccs2)CC1)c1ccccc1 | 14% | 9% | -6% | -18 | 529 | i | 24 | 11% | 0.5% | -5% | -0.5 | 50
CCOC(=O)N1CCN(C(=S)Nc2ccccc2C)CC1 | 11% | 2% | -8% | -40 | 633 | i | 14 | 11% | 0.7% | -6% | 0.3 | 49
Cc1ccc(N(C)S(=O)(=O)c2nnc(NC(=O)c3ccco3)s2)cc1 | 7% | 8% | 12% | 0 | 763 | i | 4 | -4% | 0.7% | -4% | -1.3 | 64
Cc1ccc(NC(=O)Cn2ccsc2=N)c([N+](=O)[O-])c1 | 8% | 4% | -7% | 10 | 649 | i | 43 | 3% | 0.1% | -4% | -0.3 | 105
Cc1cccc(N(C)S(=O)(=O)c2ccc3[nH]cc(C(=O)N4CCOCC4)c(=O)c3c2)c1 | 7% | 23% | -5% | · | · | i | 40 | -3% | 0.2% | 0% | -0.3 | 51
Cc1ccc(Cn2c(CCCO)nc3ccccc32)cc1 | 5% | 11% | -2% | 13 | 882 | i | 58 | 2% | -0.1% | -12% | 0.9 | 62
CC(=O)c1ccc(N2CCN(C(=O)c3ccc(NC4=NC5CS(=O)(=O)CC5S4)cc3)CC2)cc1 (centres undefined) | 6% | -8% | -5% | -2 | 772 | i | 38 | 15% | -0.1% | -6% | 0.4 | 71
CC(=O)CSc1nnc(CSc2ncccn2)n1C1CCCCC1 | 9% | 2% | 0% | · | · | i | 60 | 8% | -0.2% | 1% | 0.0 | 79

Compounds above containing an aryl methoxy group, in the order listed:
SMILES | SV40 large T antigen | GPR55 antagonists | GPR35 antagonists | Hep lipid drop | Hep lipid drop cells 6.5 µM | T cell modulator | T cell modulator vesicle-bound % | Rac1 GTP hydrolysis | GPR55 activation | LYP inhibition | NTR1 ag | NTR1 ag cell count 20 µM
CCOC(=O)C1(Cc2cccc(OC)c2)CCN(C/C=C/c2ccccc2)CC1 | 23% | 23% | -4% | 11 | 720 | i | 42 | 8% | -0.1% | -5% | 1.8 | 49
COc1ccc2nc(NC(=O)c3ccc(-n4nc(C)cc4C)cc3)sc2c1 | 9% | 8% | 0% | · | · | i | 21 | 5% | -0.2% | -8% | 9.4 | 113
CCC(C)C(=O)Nc1ccc(OC)cc1OC (centres undefined) | -1% | 12% | -8% | 8 | 860 | i | 11 | -4% | -0.2% | -8% | -0.4 | 54
COc1ccc(OCCC(=O)OCC(=O)Nc2cccc(S(=O)(=O)N3CCOCC3)c2)cc1 | 6% | -1% | 1% | 9 | 651 | i | 21 | 3% | 0.0% | 1% | 1.5 | 50
COc1ccc2[nH]c(=O)c(CN(Cc3ccc4c(c3)OCO4)C(C)=O)cc2c1 | 0% | 11% | 6% | · | · | i | 33 | -1% | -0.2% | 3% | -1.0 | 32
